LDHA inh: LDHA (human) enzyme inhibition | purified LDHA, NADH/diaphorase-resazurin fluorescence; hits give low values | activity change, % (values are at about 110 or 230 µM) | P00338 | 480,000 compounds, 0.15% hits; in the data active = activity change below about -30%; inconclusive = mostly about -25% to -30%;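 note: plate controls were DMSO wells for no effect and wells without enzyme for full effect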
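Human LDH5 at 2 nM final in Tris HCl pH 7.4 with 0.06 mM NADH and 0.2 mM pyruvate, reacted 5 minutes at room temperature. Remaining NADH coupled via diaphorase/resazurin; resorufin fluorescence read at 0 and 20 minutes, normalized to enzyme-free and DMSO wells.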
TrxR1 substrate: rat thioredoxin reductase 1 substrate activity; purified TrxR1 substrate turnover, NADPH consumption readout; Potency, µM (series often up to 114 µM), for the others: at the highest dose activity change, negative = substrate turnover; 390,000 compounds, 0.01% hits; note: potency is the fitted concentration of half-maximal effect; % is set by controls: 0 for no effect and ±100 for the full control effect; nearly all actives have a fitted effect of over 50% in size
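Rat TrxR1, dispensed at 90 nM, was prereduced with 400 uM NADPH (final) for 5 min at ~22 deg C, then incubated with compound 15 min before 400 uM selenite. A first-read NADPH fluorescence drop versus no-compound background flagged substrates.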
Vif-APOBEC3F blk: Vif-A3F binding inhibition; 390,000 compounds, 0.2% hits; Potency, µM (highest dose often 46.1 µM), inactives show top-dose activity, negative = active; HeLa A3F-eYFP + Vif (tagged APOBEC3F with the HIV-1 protein that degrades it), YFP fluorescence increase; note: potency is the fitted concentration of half-maximal effect; % of control where 0% means no effect; nearly all actives have a fitted effect of over 65% in size
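Fluorescence increase (Ex 488/Em 500-530) after overnight compound treatment at 37 deg C flags inhibition of Vif-driven A3F-eYFP loss in stable HeLa A3F-eYFP/Vif cells seeded overnight beforehand.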
Vif-APOBEC3G blk: Vif-A3G binding inhibition. Q9HC16. HeLa A3G-eYFP + Vif (tagged APOBEC3G with the HIV-1 protein that degrades it), YFP fluorescence, overnight. Potency, µM (series often up to 46.1 µM), inactives show at the highest dose activity, negative = active, usual class: inhibitors. 410,000 compounds, 0.076% hits. AID 602310;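 note: potency is the fitted concentration of half-maximal effect; % is set by controls: 0 for no effect and ±100 for the full control effect; nearly all actives have a fitted effect of over 60% in size; hits raise eYFP signal because A3G escapes Vif-driven loss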
Target sequence (Q9HC16 whole entry, looked up): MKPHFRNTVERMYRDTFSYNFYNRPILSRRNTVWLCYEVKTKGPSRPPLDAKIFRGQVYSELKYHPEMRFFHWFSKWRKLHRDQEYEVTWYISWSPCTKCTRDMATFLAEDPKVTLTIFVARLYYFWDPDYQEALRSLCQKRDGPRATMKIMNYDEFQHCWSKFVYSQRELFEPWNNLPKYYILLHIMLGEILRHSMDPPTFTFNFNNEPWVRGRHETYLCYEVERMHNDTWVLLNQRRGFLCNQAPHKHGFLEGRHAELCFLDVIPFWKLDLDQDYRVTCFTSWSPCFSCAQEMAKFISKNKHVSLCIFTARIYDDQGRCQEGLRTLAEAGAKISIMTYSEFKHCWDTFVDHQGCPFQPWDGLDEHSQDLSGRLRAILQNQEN
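Read-out is eYFP fluorescence (Ex 488/Em 500-530) from Vif-expressing HeLa A3G-eYFP cells; more signal means A3G escaped Vif-mediated degradation. Cells plated overnight, compound pinned in, incubated overnight at 37 deg C.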
IDH1 R132H inh: inhibitors of human mutant IDH1 R132H; Potency, µM (series often up to 76.6 µM), for inactives: at the highest dose activity change, negative = inhibition, most hits filed as inhibitors; 390,000 compounds, 0.093% hits; IDH1-R132H enzyme, NADPH consumption, diaphorase/resazurin fluorescence; O75874; note: potency is the fitted concentration of half-maximal effect; % is set by controls: 0 for no effect and ±100 for the full control effect; nearly all actives have a fitted effect of over 65% in size
Target sequence (O75874 whole entry R132H, stated change not applied): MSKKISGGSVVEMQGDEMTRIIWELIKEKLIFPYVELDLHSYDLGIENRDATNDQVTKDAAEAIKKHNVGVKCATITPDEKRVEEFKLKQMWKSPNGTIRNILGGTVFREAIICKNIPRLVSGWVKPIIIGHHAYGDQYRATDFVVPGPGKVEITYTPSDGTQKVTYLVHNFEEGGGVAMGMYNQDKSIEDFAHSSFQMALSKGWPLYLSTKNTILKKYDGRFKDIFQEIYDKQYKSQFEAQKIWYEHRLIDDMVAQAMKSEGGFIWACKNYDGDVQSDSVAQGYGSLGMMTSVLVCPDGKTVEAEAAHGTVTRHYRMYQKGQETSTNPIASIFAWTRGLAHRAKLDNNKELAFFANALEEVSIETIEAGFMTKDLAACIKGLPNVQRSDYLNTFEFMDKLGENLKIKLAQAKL
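IDH1-R132H (0.5 ug/mL) preincubated 30 min with compound, then NADPH (0.016 mM) and alpha-KG (2 mM) added; 80 min at RT, pH 7.5. Remaining NADPH coupled via diaphorase/resazurin to fluorescence (540/590 nm); concentration-response curves normalized to no-enzyme control.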
RGS4 inh: human RGS4 inhibition; Transcreener GDP fluorescence polarization, RGS4-accelerated GTP hydrolysis; Potency, µM (titrated, usually from 114 µM), for the others: top-dose activity change, negative = inhibition, usual class: inhibitors; 390,000 compounds, 0.039% hits; P49798; AID 504845; note: potency is the fitted concentration of half-maximal effect; % is set by controls: 0 for no effect and ±100 for the full control effect; nearly all actives have a fitted effect of over 75% in size; some results filed as inactive show a strong effect at the top dose
Target sequence (P49798 whole entry, looked up): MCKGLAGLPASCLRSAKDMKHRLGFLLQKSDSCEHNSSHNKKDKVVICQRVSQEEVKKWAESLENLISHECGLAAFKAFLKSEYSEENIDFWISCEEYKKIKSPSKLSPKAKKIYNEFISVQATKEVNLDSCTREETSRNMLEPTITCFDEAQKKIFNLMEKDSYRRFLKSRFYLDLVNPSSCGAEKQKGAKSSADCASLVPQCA
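MLSMR compounds (23 nl, pin-transferred) preincubated 10 min at room temperature with a 500nM (2x) first reagent, then RGS4 at 900nM (2x) plus Transcreener GDP mix added; fluorescence polarization (620/688 nm) read before and after 90 min at 30 °C.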
USP1-UAF1 inh: blocks the human USP1/UAF1 deubiquitinase complex | O94782 | recombinant USP1/UAF1, Ub-Rhodamine cleavage fluorescence | Potency, µM (top dose mostly 57.1 µM), for the others: at the highest dose activity change, negative = inhibition, usual class: inhibitors | 390,000 compounds, 0.23% hits | AID 743255; note: potency is the fitted concentration of half-maximal effect; % is set by controls: 0 for no effect and ±100 for the full control effect; nearly all actives have a fitted effect of over 60% in size; inactives centre near -12
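1 nM enzyme complex + cpd, 15 min RT; start with Ub-Rho 150nM final; kinetic fluorescence ex 480/em 540, 6 reads q60 s. Buffer 50mM HEPES pH 7.8, 0.5mM EDTA, 0.1 mg/ml BSA, 1mM TCEP, 0.01% Tween-20.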
TrxR1 inh: blocks rat thioredoxin reductase 1. recombinant rTrxR1, NADPH fluorescence consumption, selenite substrate. Potency, µM (highest dose often 114 µM), for inactives: top-dose activity change, negative = inhibition, usual class: inhibitors. 390,000 compounds, 1% hits. AID 588453; note: potency is the fitted concentration of half-maximal effect; % is set by controls: 0 for no effect and ±100 for the full control effect; nearly all actives have a fitted effect of over 65% in size
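Rat TrxR1 (90 nM in the dispensed reagent) was pre-reduced with 400 uM NADPH for 5 min at room temperature, then incubated with compound for 15 min. After 400 uM selenite was added, NADPH fluorescence (Ex 340/Em 450 nm) was followed for 8 min.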
GRP78 ERSR act: ER stress response induction in glioma; Potency, µM, without a hit: at the top dose activation, usual class: activators; U87-MG GRP78 promoter luciferase reporter, 16 h; 420,000 compounds, 0.02% hits; note: potency is the fitted concentration of half-maximal effect; series mostly up to about 76 µM; % of control where 0% means no effect; nearly all actives have a fitted effect of over 35% in size
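Stably transfected U87-MG human glioma cells carrying a GRP78-based luminescent sensor were seeded at 1000 cells/well, pin-dosed with compounds and incubated 16 h. Luciferase reagent was then added, and end-point luminescence was read after 10 min at room temperature.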
* hit, by the source's call; ? = inconclusive; . = not tested or not shown; [ ] = dose if it differs, or a comment. Unless noted, calls come from the whole dose curve; as a rule, active = well fitted curve in the direction sought with a large enough effect; inconclusive = small, poorly fitted or top-dose-only effect, or another doubt; inactive = no such curve, though single readings can be large; an effect the other way counts as inactive or inconclusive.

entry	molecule	GRP78 ERSR act	IDH1 R132H inh	LDHA inh	USP1-UAF1 inh	TrxR1 inh	Vif-APOBEC3G blk	Vif-APOBEC3F blk	TrxR1 substrate	RGS4 inh
1	Cc1cc2c(=O)n(C)c(SCC(=O)Nc3ccccc3)nc2s1	-3%	2%	-5	-5%	-9%	-3%	-25%	1%[57.1 µM]	-21%
2	COc1ccc(C2=NOC3(CC(=O)N(c4ccc(C)cc4)C3=O)C2)cc1 (stereo not drawn)	-1%	2%	0	-18%	11%	0%	0%	1%	-3%
3	O=c1[nH]c(SCc2cccc([N+](=O)[O-])c2)nc2[nH]ncc12	-1%	18%	-4	-4%	20%	0%	2%	5%	-13%
4	COc1cccc(NC(=O)CN(C)C(=O)CC(NC(=O)c2ccccc2Cl)c2ccccc2)c1 (stereo not drawn)	-2%	10%	-5	-6%	11%	-12%	-15%	3%	0%
5	COc1ccccc1CCNC(=O)c1cccc(S(=O)(=O)N2CCc3ccccc3C2)c1	-2%	4%	-3	-12%	25%	-1%	4%	-5%	25%
6	O=C(NCCc1ccc(Cl)cc1)c1cnc2sc(N3CCOCC3)nn2c1=O	-5%	-14%	-6	-7%	9%[57.1 µM]	4%	-4%	3%[57.1 µM]	6%
7	O=C(c1ccc2c(=O)n(CCc3ccccc3)c(=O)[nH]c2c1)N1CCN(c2ccc(Cl)cc2)CC1	-1%	-3%	-18	-22%	8%	0%	0%	1%	11%
8	O=C(NCc1cccc(Cl)c1)C1CCC(=O)N(CCN2CCOCC2)C1 (stereo not drawn)	-4%	-1%	-5	-20%	-9%	-1%	-7%	-8%	19%
9	O=C(CSc1nnc(-c2ccc(Br)cc2)o1)N1CCN(C(=O)c2ccco2)CC1	-4%	0%	-1	-17%	6%	-1%	-3%	11%	-7%
10	CN(C)c1ccc(C(=O)OCC(=O)N2CCCC2)cc1	8%	5%	-3	-21%	-4%	-5%	3%	-11%	-17%
11	O=C(CN1CCc2ccccc21)NN1CC(=O)N(c2ccc(Cl)cc2)CC1=O	0%	-6%	-1	-6%	-21%	-1%	-4%	-6%	5%
12	COc1ccc(OC)c(S(=O)(=O)Nc2ccccc2C(F)(F)F)c1	-1%	-2%	-7	-7%	3%	2%	-1%	-5%	17%

3 structures already listed, ordered by molar mass, ascending.
entry	molecule	GRP78 ERSR act	IDH1 R132H inh	LDHA inh	USP1-UAF1 inh	TrxR1 inh	Vif-APOBEC3G blk	Vif-APOBEC3F blk	TrxR1 substrate	RGS4 inh
10	CN(C)c1ccc(C(=O)OCC(=O)N2CCCC2)cc1	8%	5%	-3	-21%	-4%	-5%	3%	-11%	-17%
11	O=C(CN1CCc2ccccc21)NN1CC(=O)N(c2ccc(Cl)cc2)CC1=O	0%	-6%	-1	-6%	-21%	-1%	-4%	-6%	5%
7	O=C(c1ccc2c(=O)n(CCc3ccccc3)c(=O)[nH]c2c1)N1CCN(c2ccc(Cl)cc2)CC1	-1%	-3%	-18	-22%	8%	0%	0%	1%	11%

Other records.
entry	molecule	GRP78 ERSR act	IDH1 R132H inh	LDHA inh	USP1-UAF1 inh	TrxR1 inh	Vif-APOBEC3G blk	Vif-APOBEC3F blk	TrxR1 substrate	RGS4 inh
13	O=C(NCc1ccc(F)cc1)C1CCN(C(=O)c2ccc(-n3ccc4ccccc43)s2)CC1	-1%	15%	1	-10%	14%[57.1 µM]	2%	-2%	3%[57.1 µM]	-10%
14	CC1(C)Cc2nc(NCCN3CCOCC3)c(C#N)cc2CO1	-3%	3%	5	-13%	-6%	0%	-2%	0%	4%
15	Cc1cc(NC(=O)CSCCc2ccncc2)no1	-2%	1%	1	-10%	-2%	2%	-4%	1%	-13%
16	Cc1ccc(S(=O)(=O)N(CC(=O)N=Nc2c(O)[nH]c3ccccc23)c2ccc(C)c(C)c2)cc1	1%	7%	-4	-5%	10%	-26%	0%	-10%	-7%
17	O=C(NC12CC3CC(CC(C3)C1)C2)c1cc([N+](=O)[O-])ccc1N1CCOCC1	-4%	0%	-10	-10%	8%	3%	-10%	0%	10%[11.4 µM]
18	COc1ccc(OC)c(NC(=O)/C=C/c2ccccc2[N+](=O)[O-])c1	8%	2%	1	-3%	2%	-1%	-2%	-7%	4%
19	CC1CCCC(C)N1C(=O)CSc1nc2c(c(=O)n(C)c(=O)n2C)n1C (stereo not drawn)	-1%	0%	-1	-17%	10%	-1%	14%	1%	-43%
20	COc1ccc(C2=NN(C(=O)c3ccco3)C(c3cc4ccccc4nc3Cl)C2)cc1 (stereo not drawn)	-1%	2%	-4	-26%	2%	-4%	-20%	16%	25%
21	O=C(Nc1ccc(F)cc1F)N1CCCCCC1	10%	-3%	-1	-4%	41%[activator]	5%	-8%	6%	18%
22	Cc1ccc(S(=O)(=O)NCC(=O)OCc2nnc(-c3ccccc3)o2)cc1C	0%	15%	-6	2%	2%	-2%	.	0%	25%
23	CCN(CC)CC#CCC(O)(c1ccccc1)C1CCCC1 (stereo not drawn)	-4%	3%	1	-13%	10%	-5%	-8%	6%	22%
24	CCn1ncc(NC(=S)NCCc2ccc(OC)c(OC)c2)c1C(N)=O	-2%	1%	0	-9%	-29%[57.1 µM]	0%	3%	-5%[57.1 µM]	-15%
25	Cc1cccc(NC(=O)CSc2nc(-c3ccco3)nc3cc(=O)[nH]n23)c1	-3%	-11%	-1	10%	7%[57.1 µM]	-9%	0%	-1%[57.1 µM]	6%
26	COC(=O)c1sccc1NC(=O)c1cccc(OC)c1	2%	4%	-9	-24%	15%	-5%	6%	8%[57.1 µM]	-7%[11.4 µM]
27	O=C(Nc1ccc([N+](=O)[O-])cc1)c1ccccc1F	2%	0%	1	-12%	-4%	0%	-3%	2%	9%[11.4 µM]
28	COc1cc(OC)cc(C(=O)NNC(=O)CCC(=O)c2cccs2)c1	-1%	-3%	-8	-5%	?	1%	-2%	-3%	5%
29	Cc1cc([N+](=O)[O-])nn1CC(=O)Nc1c(C)n(C)n(-c2ccccc2)c1=O	-3%	1%	0	-4%	2%[57.1 µM]	0%	1%	-6%[57.1 µM]	-16%
30	COc1cccc(C2CC(c3cccc(C)c3)n3ncnc3N2)c1 (stereo not drawn)	1%	0%	-14	-6%	19%[57.1 µM]	1%	-11%	10%[57.1 µM]	-9%
31	COc1cc2c(cc1OC)CN(C(=O)/C=C/c1ccc(F)cc1)CC2	-6%	-1%	5	-13%	8%	-8%	17%	3%	24%
32	O=C(COC(=O)c1nc(Cl)ccc1Cl)Nc1ccc2[nH]c(=O)[nH]c2c1	-4%	-6%	-1	-12%	0%	1%	1%	-6%	13%
33	CSCCC(NC(=O)c1ccco1)c1nc2ccccc2[nH]1 (stereo not drawn)	-4%	8%	-9	-7%	22%	-1%	0%	8%	28%
34	CC(C)CNC(=O)CN1c2cccc3cccc(c23)S1(=O)=O	-4%	5%	12	-21%	-3%	5%	-5%	16%	-29%
35	CC(=O)N1CCN(C(=S)Nc2cc(S(=O)(=O)N3CCOCC3)ccc2Cl)CC1	3%	-16%	-10	-18%	-15%	-2%	-4%	5%[0.0914 µM]	-8%
36	O=C(OCC(=O)N1CCN(c2ccccc2)CC1)c1cc(Cl)ccc1[N+](=O)[O-]	0%	4%	-9	-7%	-13%	0%	1%	-11%	-8%
37	O=C(CCCc1ccccn1)c1cccc2ccccc12	-7%	4%	-1	-2%	14%[57.1 µM]	-6%	-13%	12%[57.1 µM]	-2%
38	COc1ccc(NC(=O)CN(C)C(=O)c2n[nH]c3ccccc23)cc1	1%	6%	-2	-11%	29%	-1%	4%	12%	3%
39	CSc1nnc(C)c(=O)[nH]1	-3%	8%	-5	0%	13%	1%	5%	4%	0%
40	CCOC(=O)N1CCC(N2CCN(CCC(C)C)C(CCO)C2)CC1 (stereo not drawn)	-3%	5%	-4	-17%	24%	-1%	-3%	2%	9%
41	CCc1ccc(NC(=O)CC2C(=O)NCCN2C(=S)Nc2ccccc2)cc1 (stereo not drawn)	-1%	1%	-2	-15%	6%[57.1 µM]	1%	-3%	-9%	-16%
42	Cc1ccc(C(=O)Nc2ccc(N3CCCC3)cc2)c(C)c1	2%	9%	12	-13%	-9%	-3%	1%	-9%	-17%
43	O=C1OC(Nc2cc(Br)cc3cccnc23)c2ccccc21 (stereo not drawn)	-2%	7%	11	-15%	-7%	0%	-9%	-6%	-8%
44	COc1cccc(C(=O)Nc2nc(-c3ccc(S(=O)(=O)N4CCOCC4)cc3)cs2)c1	-3%	-1%	-6	-7%	28%[57.1 µM]	-10%	-2%	13%	-9%[11.4 µM]
45	Cc1cc(NC(=O)c2cc3cccc([N+](=O)[O-])c3[nH]2)ccc1F	6%	12%	-4	-15%	32%	-7%	?	2%	17%
46	CCOc1ccc(S(=O)(=O)Nc2ccc(C(=O)N(CC)CC(=O)NCc3cccs3)cc2)cc1	2%	-1%	-1	-9%	.	-2%	-10%	.	.
47	CCCC(=O)OCC(=O)Nc1ccccc1Sc1ccccc1	-3%	1%	-1	-8%	21%	0%	-6%	12%	-10%

These rows are one share of the data; rates above refer to the full screens.
